Bioassay records: PubChem BioAssay, National Center for Advancing Translational Sciences (NCATS)
ELG1 genotox = qHTS screen for small molecules that induce genotoxicity in human embryonic kidney (HEK293T) cells expressing luciferase-tagged ELG1; HEK293T ELG1-luciferase reporter, luminescence, 16 h; 330,000 tested, 1.3% active; Potency, µM (highest dose often 46 µM), inactives show top-dose activity change, positive = activation, hits mostly activators; note: potency is the fitted concentration of half-maximal effect; % of control where 0% means no effect; nearly all actives have a fitted effect of over 60% in size
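Reporter readout depends on ELG1 protein level, which increases with genetic stress. After 16 hr compound exposure at 37 °C, luciferase activity was quantified using ONE-Glo.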
BRCA1 expr act = qHTS Assay to Identify Small Molecule Activators of BRCA1 Expression; MCF7-BRCA1-FFLuc reporter, luminescence, 48 h; response scale: scaled: vehicle 0%, 10 µM genistein 100%; 380,000 tested, 1.1% active; Potency, µM (titrated, usually from 46.1 µM), for inactives: at the highest dose activation, hits mostly activators; note: potency is the fitted concentration of half-maximal effect; nearly all actives have a fitted effect of over 80% in size; some results filed as inactive show a strong effect at the top dose
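48 h compound treatment of MCF7-BRCA1-FFLuc cells (phenol-red free MEM, 37 °C), then 15 min with luciferase substrate and luminescence imaging.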
RORgamma inh = qHTS for inhibitors of ROR gamma transcriptional activity. Nuclear receptor ROR-gamma (Mus musculus), P51450. Drosophila S2 Gal4-RORgamma UAS-luciferase reporter, 20 h. Potency, µM (top dose mostly 53.6 µM), for inactives: top-dose activity change, negative = inhibition, hits mostly inhibitors. 310,000 tested, 5.4% active. AID 2551, 2010; note: potency is the fitted concentration of half-maximal effect; % is set by controls: 0 for no effect and ±100 for the full control effect; nearly all actives have a fitted effect of over 60% in size
Target sequence (P51450 whole entry, looked up, the tested form may be a part): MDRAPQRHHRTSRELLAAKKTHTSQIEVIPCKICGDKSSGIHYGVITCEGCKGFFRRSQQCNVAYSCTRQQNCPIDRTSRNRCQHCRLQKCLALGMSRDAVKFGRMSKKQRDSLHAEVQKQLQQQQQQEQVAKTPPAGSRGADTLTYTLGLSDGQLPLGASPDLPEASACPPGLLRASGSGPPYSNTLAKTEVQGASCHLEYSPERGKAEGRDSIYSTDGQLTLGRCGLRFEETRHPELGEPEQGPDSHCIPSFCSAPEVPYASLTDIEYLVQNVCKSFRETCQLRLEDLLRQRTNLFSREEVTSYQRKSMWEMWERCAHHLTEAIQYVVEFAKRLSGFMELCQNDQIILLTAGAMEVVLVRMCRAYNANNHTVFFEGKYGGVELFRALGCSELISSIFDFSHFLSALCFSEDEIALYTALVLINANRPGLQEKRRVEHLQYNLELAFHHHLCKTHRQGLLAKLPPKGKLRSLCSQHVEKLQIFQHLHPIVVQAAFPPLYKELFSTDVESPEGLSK
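In this cell-based reporter format, copper sulfate (700 uM final) drives Gal4–ROR gamma fusion expression from a metallothionein promoter in Drosophila Schneider cells; compounds preincubated 1 hr, reporter read after 20 hr at ambient temperature.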
Menin-MLL TR inh = qHTS Assay for Inhibitors Targeting the Menin-MLL Interaction in MLL Related Leukemias: Competition With Texas Red Labeled MLL-derived Mutant Peptide; O00255; Menin + Texas Red MLL mutant peptide, fluorescence polarization; Potency, µM (series often up to 61.6 µM), for the others: at the highest dose FP activity change, negative = inhibition, usual class: inhibitors; 270,000 tested, 0.23% active; AID 1768, 2009; active = well fitted inhibition curve with a large enough effect in the polarisation, with a control signal flat, not every such curve was filed as active; inconclusive = small, poorly fitted or top-dose-only effect, or effect the other way, or a change in a side signal; inactive = no such curve, though single readings can be large or run the other way; the % refers to the polarisation; note: potency is the fitted concentration of half-maximal effect; % of control where 0% means no effect; many of its hits are not listed in these tables
Rab9 promoter act = qHTS Assay for Rab9 Promoter Activators. Huh7 Rab9 promoter-luciferase reporter, luminescence, 24 h. Potency, µM (top dose mostly 9.22 µM), for the others: top-dose activation, negative = inhibition, actives largely listed as activators. 320,000 tested, 2.8% active; note: potency is the fitted concentration of half-maximal effect; % of control where 0% means no effect; nearly all actives have a fitted effect of over 60% in size
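Luciferase signal after 10 min detection reagent at ambient indicates Rab9 promoter upregulation; stably transfected Huh7 cells were treated 24 h with compound in DMSO at 37 °C, 5% CO2.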
Giardia kill = Small Molecules that selectively kill Giardia lamblia: qHTS; Giardia lamblia trophozoite viability; activity change, % at 7.66 µM, hits read low; 340,000 tested, 0.15% active; AID 540267, 2011; in the data active = activity change below about -80%; inconclusive = between about -30% and that limit;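 note: parasites exposed to compound for two days anaerobically before the ATP read; % is set by controls: 0 for no effect and ±100 for the full control effect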
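Compounds were tested on trophozoites seeded at 100 cells/well and held 48 hrs at 37 deg C anaerobically. An ATP-based luminescent kit measured the remaining live cells.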
PKM2 activator = qHTS Assay for Activators of Human Muscle isoform 2 Pyruvate Kinase; Pyruvate kinase PKM (Homo sapiens), P14618; purified PKM2, Kinase-Glo ATP luminescence, activation; response scale: 0% is enzyme alone, no compound; Potency, µM (titrated, usually from 57.5 µM), for the others: at the highest dose activation, actives largely listed as activators; 260,000 tested, 0.34% active; AID 1631, 2009; note: potency is the fitted concentration of half-maximal effect; % is set by controls: 0 for no effect and ±100 for the full control effect; nearly all actives have a fitted effect of over 55% in size
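ATP formation by purified human PK-M2, quantified via coupled luciferase luminescence after 1 h at room temperature with 0.1 mM ADP and 0.5 mM PEP final.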
Gal4-VP16 FLuc = VP16 counterscreen qHTS for inhibitors of ROR gamma transcriptional activity. Drosophila S2 Gal4-VP16 UAS-luciferase, luminescence, 20 h. Potency, µM (highest dose often 53.6 µM), inactives show top-dose activity, negative = inhibition, most hits filed as inhibitors. 310,000 tested, 3.5% active;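 note: Gal4-VP16 expression switched on by copper sulfate through the metallothionein promoter; potency is the fitted concentration of half-maximal effect; % is set by controls: 0 for no effect and ±100 for the full control effect; nearly all actives have a fitted effect of over 50% in size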
NPC1 prom act = qHTS Assay for NPC1 Promoter Activators. Huh7 NPC1 promoter luciferase reporter, 24 h. Potency, µM (titrated, usually from 9.22 µM), for inactives: at the top dose activation, usual class: activators. 320,000 tested, 2.4% active;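 note: potency is the fitted concentration of half-maximal effect; % of control where 0% means no effect; nearly all actives have a fitted effect of over 60% in size; reporter is driven by a mutant NPC1 promoter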
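NPC1 promoter–luciferase Huh7 cells; 24 h compound; luminescence.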
FLuc modulator = qHTS profiling assay for firefly luciferase inhibitor/activator using purifed enzyme and Km concentrations of substrates (counterscreen for miR-21 project). 360,000 tested, 6.9% active. Potency, µM (doses to about 57.5 µM), for the others: top-dose activity change, negative = inhibition, hits mostly inhibitors. AID 588342, 2011. Luciferin 4-monooxygenase (Photinus pyralis), P08659. purified FLuc, Km substrates, luminescence inhibition;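 note: potency is the fitted concentration of half-maximal effect; plate controls were vehicle for no effect and reference inhibitor for full effect; nearly all actives have a fitted effect of over 55% in size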
Target sequence (P08659 whole entry, looked up): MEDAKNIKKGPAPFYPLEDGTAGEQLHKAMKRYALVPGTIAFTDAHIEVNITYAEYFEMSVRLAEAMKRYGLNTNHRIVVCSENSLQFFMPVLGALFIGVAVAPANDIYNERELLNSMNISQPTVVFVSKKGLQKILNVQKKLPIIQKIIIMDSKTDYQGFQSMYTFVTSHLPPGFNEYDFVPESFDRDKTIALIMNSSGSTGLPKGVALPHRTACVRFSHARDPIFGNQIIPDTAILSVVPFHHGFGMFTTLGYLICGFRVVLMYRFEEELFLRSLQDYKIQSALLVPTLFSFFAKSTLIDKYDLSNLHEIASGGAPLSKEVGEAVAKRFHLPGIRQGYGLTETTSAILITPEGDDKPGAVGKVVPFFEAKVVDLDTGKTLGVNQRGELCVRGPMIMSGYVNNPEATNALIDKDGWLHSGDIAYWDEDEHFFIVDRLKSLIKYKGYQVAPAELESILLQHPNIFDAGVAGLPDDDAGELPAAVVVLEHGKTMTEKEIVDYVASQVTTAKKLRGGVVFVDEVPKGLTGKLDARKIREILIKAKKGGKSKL
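Purified P. pyralis luciferase, 10 nM final, with Km-level 10 uM D-luciferin and 10 uM ATP in 50 mM Tris acetate pH 7.5, 10 mM Mg acetate, 0.01% Tween-20, 0.05% BSA; 6-point qHTS titration about 60 µM downward; luminescence read.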
p53 reactivator = qHTS assay for re-activators of p53 using a Luc reporter; H1299 p53-A138V BP100-luciferase reporter, luminescence, 24 h; AID 504706, 2011; Potency, µM (series often up to 92.2 µM), for inactives: at the highest dose activity change, positive = activation, usual class: activators; 320,000 tested, 0.063% active; note: potency is the fitted concentration of half-maximal effect; % of control where 0% means no effect; nearly all actives have a fitted effect of over 45% in size
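p53-null H1299 cells stably carrying temperature-sensitive p53-A138V and a BP100-luciferase reporter were pinned with compounds (4-point, 1:5 series) and held 24 hrs at 37 deg C. Luminescence was read 10 min after detection reagent.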
The depositor's hits bear a star; u = inconclusive; x = no result given; [ ] = remark or other dose. Unless noted, calls come from the whole dose curve; as a rule, active = well fitted curve in the direction sought with a large enough effect; inconclusive = small, poorly fitted or top-dose-only effect, or another doubt; inactive = no such curve, though single readings can be large; an effect the other way counts as inactive or inconclusive. An excerpt, so the mix of outcomes need not match the whole.

no.	molecule	Giardia kill	FLuc modulator	NPC1 prom act	PKM2 activator	ELG1 genotox	Menin-MLL TR inh	Gal4-VP16 FLuc	p53 reactivator	RORgamma inh	Rab9 promoter act	BRCA1 expr act
1	COc1ccc(C2/C(=C(/O)c3ccc(C)cc3)C(=O)C(=O)N2C)c(OC)c1 (configuration not stated)	-6	5%	-4%	1%[11.5 µM]	-1%	-30%	-3%	-2%	17%	-2%	-13%
2	O=C1C=CC(=C(c2ccc(O)cc2)c2ccc(O)cc2)C=C1	-12	x	-35%[inhibitor]	x	-10%	55%[activator]	u	-31%[inhibitor]	u	-39%[inhibitor]	-88%[inhibitor]
3	O=C(Nc1ccc([N+](=O)[O-])cc1)OCCc1ccccn1	-16	u	3.5µM*	x	7%	u	-9%	10%	11%	3.5µM*	2.8µM*
4	C=CSc1sc(Cl)c(N(C)C)c1[N+](=O)[O-]	2	1%	2%	-12%	-2%	-20%	-18%	2%	-6%	1%	3%
5	CCN(CC(=O)Nc1c(F)cccc1F)C(=O)c1ccc(C(=O)c2ccccc2)cc1	6	0%	-1%	x	-7%	x	x	4%	x	2%	-16%
6	COc1ccc(C)cc1NC1=C(Cl)C(=O)N(C2CCCCC2)C1=O	-9	-2%	1%	-1%	-1%	0%	-4%	2%	27%	-8%	-1%
7	COc1ccc(N2CCN(C(=O)C34CCC(C)(C(=O)C3)C4(C)C)CC2)cc1 (configuration not stated)	-6	2%	0%	0%	-11%	-19%	6%	-8%	2%	-2%	-1%
8	CN1CCC(N(C)C(=O)NC2CCCCC2)CC1	-1	2%	-1%	-10%	0%	23%	0%	3%	4%	-3%	40%
9	COc1ccc2c(c1OC)C(=O)OC2Nc1ccc(S(=O)(=O)N=C(N)N)cc1 (configuration not stated)	-6	0%	2%	0%	1%	x	-9%	-2%	-4%	-3%	12%
10	CNC(=S)SCCOc1ccc(C)cc1	u	15µM*	1%	12%	0%	1%	u	18%	u	4%	-7%
11	CC(C)(C)n1nnnc1CN(Cc1ccco1)Cc1cc2cc3c(cc2[nH]c1=O)OCO3	11	5%	-4%	2%	-3%	-25%	x	-2%	-13%[0.365 µM]	-1%	-33%
12	O=C(Cc1ccccc1[N+](=O)[O-])Nc1ccc2c(c1)OCO2	-13	u	8%	-3%	10%	-2%	6%[10 µM]	9%	10%	12%	0%
13	CCOc1ccc(CNC(=O)CN2C(=O)C(c3ccccc3)Oc3cccnc32)cc1 (configuration not stated)	6	0%	-5%	2%[0.46 µM]	-6%	-2%	5%	2%	u	-10%	-6%
14	CCOc1ccc(N(CC(=O)NCCC2=CCCCC2)S(=O)(=O)c2ccccc2)cc1	19	-1%	-4%	1%	-11%	u	-2%	0%	15%	-3%	-48%
15	COc1ccc(OC)c(-c2cc(C(=O)Nc3ccc(F)cc3F)no2)c1	-7	-1%	0%	-2%	u	-16%	0%[10 µM]	-4%	-2%	-7%	-31%
16	CCC(=O)Nc1ccc(OCC2CCCO2)cc1 (configuration not stated)	11	-8%	-5%	-1%	10%	-4%	-11%	-3%	17%	4%	4%
17	COc1ccccc1NC(=O)c1cc(S(=O)(=O)N2CCCC2)cn1C	3	-1%	-3%	0%	4%	1%	0%	x	-16%	-2%	0%
18	CCOC(=O)N1CCN(c2cc(=O)n(-c3ccc(C)cc3)c(=O)[nH]2)CC1	-4	2%	-2%	0%	3%	8%	-1%	-7%	-3%	4%	12%
19	CCC(C)n1c(SCc2ccc([N+](=O)[O-])cc2)nc2ccsc2c1=O (configuration not stated)	3	0%	-5%	0%	8%	-4%	1%	-6%	-17%	-5%	-51%
20	O=C(CN1C(=O)c2ccccc2C1=O)NCc1ccncc1	-1	5%	-2%	-1%	0%	-3%	0%	-1%	3%	0%	11%
21	Cc1ccc(C(=O)NC(C#N)=C(Cl)Cl)cc1	-8	-16%	-47%[inhibitor]	1%	-10%	30%[activator]	10µM*	-12%	8.9µM*	-62%[inhibitor]	-91%[inhibitor]
22	Cc1ccc(OC(C)C(=O)Nc2ccncc2)cc1C (configuration not stated)	-11	-3%	-6%	-4%	-10%	5%	u	5%	1%[1.91 µM]	4%	7%
23	O=C(O)c1cc(Cl)c(Cl)cc1C(=O)Nc1cccc2cccnc12	-18	-17%	0%	-1%	0%	1%	2%	0%	-31%	1%	-13%
24	Cn1c(=O)c(C(=O)NNC(=O)c2ccccc2Br)c(O)c2ccccc21	4	2%	-2%	6%	-7%	u	u	1%	20µM*	2%	-45%
25	C#CCOCCOCCOCCNc1nc(N2CCN(C(=O)Cn3cc(CCCN=C(N)N)nn3)CC2)nc(N2CCN(C(=O)Cn3cc(CCCN=C(N)N)nn3)CC2)n1	x	2%	1%	-2%	2%	1%	0%	-2%	-4%	4%	x

The closing 5 entries of the part before lead into the next.
no.	molecule	Giardia kill	FLuc modulator	NPC1 prom act	PKM2 activator	ELG1 genotox	Menin-MLL TR inh	Gal4-VP16 FLuc	p53 reactivator	RORgamma inh	Rab9 promoter act	BRCA1 expr act
21	Cc1ccc(C(=O)NC(C#N)=C(Cl)Cl)cc1	-8	-16%	-47%[inhibitor]	1%	-10%	30%[activator]	10µM*	-12%	8.9µM*	-62%[inhibitor]	-91%[inhibitor]
22	Cc1ccc(OC(C)C(=O)Nc2ccncc2)cc1C (configuration not stated)	-11	-3%	-6%	-4%	-10%	5%	u	5%	1%[1.91 µM]	4%	7%
23	O=C(O)c1cc(Cl)c(Cl)cc1C(=O)Nc1cccc2cccnc12	-18	-17%	0%	-1%	0%	1%	2%	0%	-31%	1%	-13%
24	Cn1c(=O)c(C(=O)NNC(=O)c2ccccc2Br)c(O)c2ccccc21	4	2%	-2%	6%	-7%	u	u	1%	20µM*	2%	-45%
25	C#CCOCCOCCOCCNc1nc(N2CCN(C(=O)Cn3cc(CCCN=C(N)N)nn3)CC2)nc(N2CCN(C(=O)Cn3cc(CCCN=C(N)N)nn3)CC2)n1	x	2%	1%	-2%	2%	1%	0%	-2%	-4%	4%	x
26	O=C(COC(=O)c1ccccc1O)Nc1ncc(Cl)cc1Cl	7	-4%	-1%	-4%	0%	15%	0%	6%	18%	-3%	-3%
27	CN(Cc1ccccc1)C(NC(=O)c1ccco1)C(Cl)(Cl)Cl (configuration not stated)	0	-4%	-10%	1%	-3%	-5%	-5%	-2%	u	-4%	0%
28	OCCC1CN(Cc2cn[nH]c2C2CCCCC2)CCN1C1CCCC1 (configuration not stated)	-7	-2%	-8%	1%	-3%	-5%	3%	7%	1%	0%	-19%
29	CCN(Cc1nc(-c2ccc(C)cc2)no1)C(=O)c1ccco1	14	-14%	-4%	0%	3%	-17%	11%	-5%	-4%	14%	2%
30	O=[N+]([O-])c1ccc(C[n+]2cc(-c3ccccc3)n3c2CCCCC3)cc1	9	-3%	-11%	-16%	-4%	-4%	8%	-6%	-3%	-1%	11%
31	CCOC(=O)c1ccc(NC(=O)c2c(O)c3ccccc3n(C)c2=O)cc1	x	1%	u	9%	4%	4%	-3%	2%	0%	25%	x
32	CCOC(=O)C1CCN(C(=O)CCNS(=O)(=O)c2cc(Br)cnc2N)CC1	4	2%	0%	x	-3%	x	4%	6%	-15%	-9%	8%
33	CC(C)C(=O)Nc1ccc2oc(-c3cc(F)c(F)cc3Cl)nc2c1	-1	u	u	-7%	u	-20%	4%	u	2%	u	2.8µM*
34	COc1ccc(/C=N/NC(=O)CCn2nc(C)cc2C)cc1O	3	1%	-4%	-6%	-4%	x	-5%	-1%	11%	-5%	0%
35	COC(=O)CSC1=C(C#N)C(c2ccccc2)CC(=O)N1 (configuration not stated)	-13	5%	-1%	-3%	-3%	-16%	-12%	-14%	0%	-8%	-74%
36	Cc1nc(SCC(=O)NCC2COc3ccccc3O2)c2c(C)c(C)sc2n1 (configuration not stated)	8	2%	2%	x	-1%	x	x	13%	x	-3%	-19%
